# INS-1E GSIS act – primary screen for activators of insulin secretion dependent on glucose, INS-1E cells, GLuc reporter luminescence. INS-1E GLuc reporter insulin secretion, 2-3 h. AID 743287. 370,000 tested, 0.61% active. activation, % at 16.6 µM;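 active means lowest replicate activation of at least 40%, so every replicate reaches that level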;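 further: 0% = median of neutral control wells and 100% = median of IBMX positive control wells; some compounds called inactive have numbers as strong as hits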
# XiGFP reactiv – X-chromosome reactivation activator; XiGFP mouse fibroblasts, % GFP-positive cells imaging, 3 d; cells co-treated with 5-aza-dC sensitizer; scaled so ellipticine positive control = 100%; activation, % at 7.58 µM; 360,000 tested, 0.055% active;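 active means mean normalized replicate activation at least 10% and every replicate at or above 10%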;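 further: 0% = median of on-plate neutral control wells and 100% = ellipticine 6 µM median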
#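 assay system = SV40-immortalized XiGFP fibroblast cells, line 68-5-11 | buffer or medium = DMEM plus 5-aza-dC sensitizer | doses = single-point pinned compound dosing | times = 3-day compound exposure, then 15 min fixation at room temperature | benchmarks = positive control ellipticine, 6 µM final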
# RAD52 anneal inh – inhibitors of human RAD52 DNA annealing | P43351 | inhibition, % at 18.7 µM | recombinant RAD52 DNA annealing, FRET fluorescence | 360,000 tested, 0.46% active | AID 651710;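 active means every replicate showing at least 50% inhibition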
# ERAP1 inh – inhibitors of human ERAP1 aminopeptidase | 340,000 tested, 0.15% active | Q9NZ08 | inhibition, % at 10.7 µM | recombinant ERAP1, Leu-AMC fluorescence, 60 min | AID 652197;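 active means mean replicate inhibition of at least 30%, or all replicates individually reaching that 30% level; inactive means mean below 30% and not every replicate reaching it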;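 further: 0% = neutral control wells and 100% = L-leucinethiol positive control wells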
# esBAF inh – SWI/SNF esBAF complex inhibition; 350,000 tested, 2% active; reporter increase, % at 12.5 µM; mouse ES cells, Bmi1-luciferase knock-in reporter, 24 h; 100% = twice the neutral-well signal; in the data active means activation above about 40%;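 further: 0% = median of the plate's neutral control wells and 100% = double that signal; a rise in the Bmi1 reporter signal indicates esBAF inhibition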
# RAD54 branch – RAD54 (human) branch migration inhibition. RAD54 Holliday junction branch migration, FAM/BHQ fluorescence. inhibition, % at 10.4 µM. 360,000 tested, 0.14% active;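 active means mean normalized replicate activity at least 40 and at least half of replicates scoring 40 or more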;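 further: 0% = median of neutral control wells and 100% = median of positive control wells; inhibitors cause a drop in the FAM fluorescence signal; in these data hits start at about 50%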
# Target sequence (Q92698 whole entry, looked up): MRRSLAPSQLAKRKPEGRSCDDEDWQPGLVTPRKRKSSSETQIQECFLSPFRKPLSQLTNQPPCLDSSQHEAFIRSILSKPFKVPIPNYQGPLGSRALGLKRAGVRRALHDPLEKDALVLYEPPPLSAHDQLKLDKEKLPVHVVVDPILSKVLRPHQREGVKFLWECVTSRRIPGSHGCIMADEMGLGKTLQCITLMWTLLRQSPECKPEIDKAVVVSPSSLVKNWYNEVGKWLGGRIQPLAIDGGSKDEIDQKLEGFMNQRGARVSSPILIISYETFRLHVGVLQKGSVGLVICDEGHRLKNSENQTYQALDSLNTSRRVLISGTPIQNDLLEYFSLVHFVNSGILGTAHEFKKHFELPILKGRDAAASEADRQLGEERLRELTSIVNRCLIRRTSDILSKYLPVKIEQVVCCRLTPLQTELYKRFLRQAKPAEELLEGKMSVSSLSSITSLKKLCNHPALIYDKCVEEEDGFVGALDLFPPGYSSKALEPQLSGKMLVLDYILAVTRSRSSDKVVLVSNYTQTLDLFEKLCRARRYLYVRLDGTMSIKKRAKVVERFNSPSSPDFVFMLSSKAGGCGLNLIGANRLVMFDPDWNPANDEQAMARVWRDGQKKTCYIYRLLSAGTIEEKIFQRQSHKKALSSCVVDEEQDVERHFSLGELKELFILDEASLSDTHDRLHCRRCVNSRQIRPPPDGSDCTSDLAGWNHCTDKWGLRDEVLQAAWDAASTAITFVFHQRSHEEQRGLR
# CFTR F508del cor – CFTR F508del correction in bronchial cells | CFBE cells, YFP halide quenching; stimulated with forskolin plus potentiator P3; % fluorescence drop versus neutral controls | activity (quench increase), % at 7.58 µM | 350,000 tested, 0.36% active | AID 720511;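 active means mean added fluorescence quench of at least 8% versus neutral control, with both replicates also reaching 8%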;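 further: cells transiently co-express mutant CFTR-F508del with the halide-sensitive YFP; corrector assay measuring rescue of mutant channel to the surface after 24 h compound exposure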
# ARNT-TACC3 inh – ARNT/TACC3 interaction disruption. Q9Y6A5. AlphaScreen His-ARNT PAS-B/GST-TACC3 binding, luminescence; TACC3 fragment carries E629A point mutation. inhibition, % at 9.99 µM. 390,000 tested, 0.66% active. AID 623870;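 active means mean inhibition of replicates at least 50% and at least half of replicates each reaching 50%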;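 further: 0% = complete ARNT plus TACC3 wells and 100% = ARNT alone without TACC3; many hits fall short of the cut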
# * hit, by the source's call; nt = not tested or not shown.
SMILES,INS-1E GSIS act,XiGFP reactiv,RAD52 anneal inh,ERAP1 inh,esBAF inh,RAD54 branch,CFTR F508del cor,ARNT-TACC3 inh
N/C(=N\OC(=O)c1cc(Cl)ccc1Cl)c1ccncc1,-0.4,0.3,-2.4,-4.0,nt,nt,4.0,nt
COc1cccc(OC)c1C(=O)NCCOc1cc(C)cc(C)c1,0.0,0.1,0.8,0.6,1.0,1.6,-0.9,-1.5
CC(C)C(=O)N1CCN(c2ccccc2NC(=S)NC(=O)/C=C/c2ccco2)CC1,-1.8,0.0,-34.4,-0.1,-8.6,2.8,5.1,-3.8
O=C(C[C@H]1CC[C@H]2[C@@H](COC[C@@H](O)CN2Cc2ccccc2)O1)NCc1ccccc1Cl,-5.7,0.0,-0.8,-0.3,12.1,-5.9,-3.2,-1.4
Cc1c(C(=O)O)c2cc(O)ccc2n1-c1ccccc1,15.9,nt,nt,nt,4.4,0.1,nt,-2.0
Cc1cccc(NC(=O)Cc2c(F)cccc2Cl)n1,nt,-0.1,0.7,-0.9,31.5,0.9,1.7,-4.7
N#C[C@H]1[C@@H](c2ccc(C3=CCCC3)cc2)[C@H](CO)N1C(=O)NC1CCCC1,6.6,0.1,-15.1,-0.3,1.1,8.7,3.3,-4.9
O=C(C[C@@H]1C/C=C\C[C@@H](Cc2ccc(F)cc2)C(=O)OCCNC1=O)N[C@H](CO)Cc1ccccc1,-7.8,0.1,-2.1,2.3,-7.3,-13.5,2.7,8.4
CN1CCN(C(=S)c2ccc(-c3cccc(Cl)c3Cl)o2)CC1,-3.0,-0.1,-43.4,5.4,nt,8.7,1.8,nt
CN(C)CC(=O)N1[C@@H](C#N)[C@@H](c2ccc(-c3ccc(C(=O)N(C)C)cc3)cc2)[C@@H]1CO,-1.3,0.0,-6.1,0.8,2.1,1.4,1.0,-11.4
CC(C)N(C[C@@H]1[C@H](c2ccccc2)[C@@H](CO)N1S(C)(=O)=O)C(=O)CN(C)C,-4.1,0.5,-4.0,1.8,-0.9,-2.5,-2.2,-14.1
Cc1ccc(S(=O)(=O)N(C)C[C@H]2OCCCC[C@@H](C)Oc3ccc(NC(=O)Nc4ccc(F)cc4)cc3C(=O)N([C@@H](C)CO)C[C@@H]2C)cc1,-13.7,0.3,-19.8,-1.3,5.8,-10.5,0.4,-9.6
Cc1ccc(S(=O)(=O)N2CCC(=O)N(CCOCc3cccc(Cl)c3)CC2)cc1,-12.6,0.0,nt,nt,-1.6,-10.1,2.4,-3.2
O=C(NC1CCCCC1)c1cc(S(=O)(=O)N2CCN(c3ccccc3)CC2)ccc1Cl,10.7,0.3,-3.7,-0.5,6.0,-3.6,-0.1,-4.5
CN(C)CC(=O)N[C@@H]1CC[C@H](CC(=O)O)O[C@@H]1CO,4.0,0.2,-0.1,2.2,nt,nt,-2.0,nt
COc1c2c(cc3c1C(CC(O)Cc1ccccc1)N(C)CC3)OCO2 (centres undefined),-5.9,0.0,5.0,-2.5,0.1,6.6,-1.3,28.0
C[C@@H]1CCCCO[C@H](CN(C)S(=O)(=O)c2cccs2)[C@@H](C)CN([C@H](C)CO)C(=O)c2cc(N(C)C)ccc2O1,8.9,-0.8,3.5,1.6,-1.7,-2.6,-0.1,-0.5
CCOC(=O)N1CCN(Cc2nc(N)nc(Nc3ccc(OCC)cc3)n2)CC1,1.2,nt,nt,nt,-1.4,4.8,nt,5.1
COc1ccc(NC(=O)C(c2ccccc2F)n2c(=O)c(-c3cc4ccccc4[nH]3)nc3ccccc32)cc1 (centres undefined),20.2,0.5,-26.7,-1.8,nt,nt,0.3,nt
CC(C)CN(C(=O)CSc1nncn1C)C1CCS(=O)(=O)C1 (centres undefined),-1.5,0.3,-10.8,-0.6,2.0,-1.5,-1.7,nt
COc1ccccc1CNC(=O)C[C@H]1CC[C@@H]2[C@H](COC[C@@H](O)CN2Cc2cccc(-c3ccncc3)c2)O1,-0.6,0.2,5.0,0.8,5.7,2.9,3.0,14.8
COc1ccccc1C(=O)N1C[C@@H]2[C@H](c3ccccc31)[C@@H](CO)N2C(=O)C1CCOCC1,4.2,0.0,3.2,0.9,7.3,-5.9,-2.1,-7.1
O=C1OC(c2ccc(F)cc2)=N/C1=C\c1ccc(Br)o1,-6.3,0.0,-12.3,1.1,nt,nt,-3.2,-3.4
COC(=O)C(Cc1ccc(O)cc1)NC(=O)NC12CC3CC(CC(C3)C1)C2 (centres undefined),-4.6,0.1,-0.6,3.4,-21.6,0.9,2.5,-3.7

# Record cards, as listed above. Order of screens: INS-1E GSIS act | XiGFP reactiv | RAD52 anneal inh | ERAP1 inh | esBAF inh | RAD54 branch | CFTR F508del cor | ARNT-TACC3 inh
# Shown for CC(C)CN(C(=O)CSc1nncn1C)C1CCS(=O)(=O)C1 (centres undefined) : -1.5 | 0.3 | -10.8 | -0.6 | 2.0 | -1.5 | -1.7 | nt
# Shown for COC(=O)C(Cc1ccc(O)cc1)NC(=O)NC12CC3CC(CC(C3)C1)C2 (centres undefined) : -4.6 | 0.1 | -0.6 | 3.4 | -21.6 | 0.9 | 2.5 | -3.7

# The list continues.
SMILES,INS-1E GSIS act,XiGFP reactiv,RAD52 anneal inh,ERAP1 inh,esBAF inh,RAD54 branch,CFTR F508del cor,ARNT-TACC3 inh
O=C(NCc1ccccn1)C1CCC(=O)N1C1CCCC1 (centres undefined),10.5,0.0,-17.6,0.9,-3.5,-5.4,-2.6,15.0
COCCN1C(=O)N[C@@H](c2ccccc2)[C@H](C(C)=O)[C@H]1C,nt,0.2,-7.6,-3.5,-0.4,-4.6,0.4,4.4
CC(=O)c1ccc2c(c1)CC1(C2)Cc2cc3c(cc2C1)C(=O)CC3 (centres undefined),-20.4,1.1,-6.8,-0.3,nt,nt,2.2,-9.5
Cc1c(Nc2nc(C(F)(F)F)nc3ccccc23)c(=O)n(-c2ccccc2)n1C,2.2,0.0,-10.1,2.5,5.0,3.6,-0.2,-1.6
C/C=C/c1ccc([C@@H]2[C@H](CO)N(Cc3ccccn3)[C@H]2CNC(C)=O)cc1,3.9,0.1,-48.4,-3.2,-2.5,3.5,2.5,37.2*
Cc1cc(C)c(S(=O)(=O)N2CCOC2CNC(=O)C(=O)NCCN(C)C)c(C)c1 (centres undefined),9.7,0.0,18.1,1.5,1.4,-3.0,-1.2,-0.3
CC(C)CC#Cc1cnc2c(c1)C(=O)N([C@@H](C)CO)C[C@@H](C)[C@H](CN(C)C(=O)Nc1cc(F)ccc1F)O2,5.6,0.1,22.9,1.9,5.7,-2.2,0.2,2.9
Cc1ccc(C(=O)Nc2nnc(CC(=O)N/N=C/c3ccncc3)s2)cc1,4.2,0.2,-12.3,-5.3,nt,nt,-1.2,-4.4
O=C(O)c1ccc(S(=O)(=O)N2CCSCC2)cc1,0.8,0.0,-20.8,1.7,8.6,-2.3,-0.9,-4.4
c1ccc(-n2nnnc2Cc2nnnn2-c2ccccc2)cc1,3.2,0.0,-15.1,-1.7,-2.6,-13.6,-0.2,-17.2
CCc1cccc(N(C(=O)c2csnn2)C(C(=O)NC2CCCCC2)c2ccncc2)c1 (centres undefined),-4.9,-0.1,-11.8,2.2,-2.7,1.7,0.8,-2.3
Clc1ccccc1CN1CCN(/N=C/C=C/c2ccco2)CC1,-14.4,2.9,-12.8,1.8,nt,nt,-1.4,23.9

# ARNT-TACC3 inh, entries above that show a hit.
Compound | INS-1E GSIS act | RAD52 anneal inh | ERAP1 inh | esBAF inh | CFTR F508del cor | ARNT-TACC3 inh
C/C=C/c1ccc([C@@H]2[C@H](CO)N(Cc3ccccn3)[C@H]2CNC(C)=O)cc1 | 3.9 | -48.4 | -3.2 | -2.5 | 2.5 | 37.2*

# (listing goes on)
SMILES,INS-1E GSIS act,XiGFP reactiv,RAD52 anneal inh,ERAP1 inh,esBAF inh,RAD54 branch,CFTR F508del cor,ARNT-TACC3 inh
COc1ccc(NC(=O)c2ccccc2-c2ccccc2C(=O)O)cc1,13.4,0.2,-3.0,2.0,-7.7,1.2,1.7,-4.0
C[C@H](CO)N1C[C@H](C)[C@H](CN(C)S(=O)(=O)c2ccccc2)Oc2ccc(NC(=O)Nc3ccc4c(c3)OCO4)cc2CC1=O,-17.5,-0.2,-3.5,1.5,3.8,nt,1.1,nt
CCOC(=O)c1nc(C)nc(Sc2n[nH]c(-c3ccc(C(C)(C)C)cc3)n2)c1C,-25.6,0.9,-9.2,nt,5.5,0.7,-0.3,2.3
O=C(C[C@H]1CC[C@H](NC(=O)c2ccccn2)[C@H](CO)O1)NCc1cccc(F)c1,6.8,-0.4,7.4,-0.7,0.1,3.5,-1.7,3.0
COC(=O)[C@]1(Cc2ccccc2)N[C@H](CN(C)C(=O)Nc2ccccc2)[C@@H]2C(=O)N(Cc3ccccc3)C(=O)[C@@H]21,-24.5,-0.1,-1.9,nt,-0.4,3.6,2.4,-6.8
CCOC(=O)C1(Cc2ccccc2C(F)(F)F)CCN(C2CCC2)CC1,-4.1,0.0,0.9,2.5,nt,nt,-0.5,-6.0
O=[N+]([O-])c1ccc(N(CCO)Cc2ccccc2)c([N+](=O)[O-])c1,-18.8,0.0,-7.5,5.4,8.4,13.6,-0.7,10.5
Cc1cc(OCC(=O)Nc2ccc(CCO)cc2)c2c(C)c(C)c(=O)oc2c1,10.3,0.0,-11.1,1.0,1.3,-1.2,1.4,-0.4
O=C(C[C@@H]1CC[C@H]2[C@@H](COC[C@H](O)CN2Cc2cccc(F)c2)O1)NCC1CCCCC1,-7.5,-0.1,9.6,0.4,-1.0,-1.1,1.3,8.3
CC(OC(=O)C1CC(=O)N(Cc2ccccc2)C1)C(=O)Nc1ccccc1[N+](=O)[O-] (centres undefined),20.7,-0.1,2.2,0.2,-2.6,-17.7,-2.1,nt
C[C@H](CO)N1C[C@H](C)[C@@H](CN(C)Cc2ccc(C(=O)O)cc2)Oc2ccc(NC(=O)Cc3ccccc3)cc2C1=O,-0.3,-0.1,-3.2,0.0,0.2,2.2,-1.3,-19.9
N#C[C@H]1[C@H](c2ccccc2C2=CCCCC2)[C@H](CO)N1C(=O)NC1CCCC1,-4.6,0.0,8.3,0.6,nt,nt,3.3,nt
O=[N+]([O-])c1ccc(-c2c(-c3ccccc3)ncc3ccc(F)cc23)cc1,1.9,0.0,-56.2,-2.4,13.1,-7.2,-3.5,6.3
COc1ccc(/C=N/NC(=O)c2ccc(CN3c4cccc5cccc(c45)S3(=O)=O)cc2)cc1,nt,0.0,-0.5,5.0,nt,1.7,-2.9,-1.1
O=C1NC(=O)C2(CCCCCCC2)N1,27.5,0.0,0.3,-0.9,-1.0,-8.8,-0.3,-1.1
COCCSc1nnc(NS(=O)(=O)c2ccc(F)cc2)s1,20.0,0.1,-22.3,3.9,-3.5,nt,1.2,-6.4
O=C(CSc1nnnn1-c1ccc(F)cc1)c1ccc(O)c(O)c1,0.1,0.1,-29.7,-1.0,0.1,-3.0,0.4,-7.1
C[C@H](CO)N1C[C@H](C)[C@@H](CN(C)C(=O)C2CC2)Oc2ncc(C#CC(C)(C)O)cc2C1=O,3.2,0.1,-9.5,0.2,2.1,0.0,0.5,-9.4
COc1ccc(/C=N\N2CCN(Cc3ccccc3Cl)CC2)cc1,9.8,0.0,-2.3,-1.2,2.2,-3.7,1.0,1.7
C[C@H](O)C#Cc1cnc2c(c1)C(=O)N([C@@H](C)CO)C[C@@H](C)[C@H](CN(C)C(=O)c1ccncc1)O2,15.6,1.6,15.0,-1.0,1.9,0.9,-0.9,-8.3
CC(C)(C)c1ccc(/C=C2/SC(N3CCCC3)=NC2=O)cc1,-0.3,-0.1,-10.6,2.7,nt,1.0,-6.5,7.4
